eIF4E 4G PPI – eIF4E/eIF4G interaction inhibition in translation initiation; inhibition, % at 21.7 µM; AID 782; 0.37% of 220,000 active; P63073+Q04637; TR-FRET eIF4E-eIF4GI(517-606) binding, 2 h;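 active means inhibition above about 30%, limit read from the data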;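 further: 0% = full FRET control wells and 100% = background wells lacking eIF4GI fragment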
Rad51 HR inh – Rad51 (human) homologous recombination inhibition; Q06609; hRad51 DNA strand exchange, fluorescence dequenching; inhibition, % at 10 µM; 0.085% of 200,000 active; AID 1385;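 active means inhibition above 40% at the single screening dose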;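 further: 0% = DMSO control wells and 100% = blanks with heterologous ssDNA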
Target sequence (Q06609 whole entry, looked up): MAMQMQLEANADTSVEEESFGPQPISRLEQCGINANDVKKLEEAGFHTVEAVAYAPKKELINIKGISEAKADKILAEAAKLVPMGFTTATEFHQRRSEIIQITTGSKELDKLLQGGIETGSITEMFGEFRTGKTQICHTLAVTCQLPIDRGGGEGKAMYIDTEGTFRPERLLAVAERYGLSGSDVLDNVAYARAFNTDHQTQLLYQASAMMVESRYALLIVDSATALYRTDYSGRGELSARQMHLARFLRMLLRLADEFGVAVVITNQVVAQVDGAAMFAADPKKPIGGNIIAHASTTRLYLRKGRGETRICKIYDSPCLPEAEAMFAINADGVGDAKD
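Test system: preformed human Rad51 ssDNA filaments; also added: Donor/quencher-labelled 47-bp dsDNA substrate; doses: 10 µM final, single point; times: 37 °C 15-min filament assembly, 30-min compound preincubation, 15-min exchange; detection: FRET fluorescence dequenching, excitation 485 nm, emission 520 nm; read-out basis: Fluorescence-based percent inhibition, control- and blank-normalised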
m-calpain inh – inhibitors of pig calpain II | inhibition, % at 16 µM | 0.37% of 220,000 active | purified calpain II, fluorogenic peptide substrate, 30 min;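 active means inhibition above about 50%, limit read from the data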
Mdm2 ligase inh – inhibitors of human Mdm2 E3 ubiquitin ligase. Q00987. cell-based MDM2 ubiquitination luciferase reporter, 2 h; 0 = plate control, 100 = twice control, blank-subtracted. signal enhancement, % at 5 µM. 0.11% of 210,000 active;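 active means signal enhancement of 30% or more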;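 further: luminescence tracks abundance of the self-degrading MDM2-luciferase fusion protein; higher signal means inhibition of MDM2 E3 ligase activity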
Target sequence (Q00987 whole entry, looked up, the tested form may be a part): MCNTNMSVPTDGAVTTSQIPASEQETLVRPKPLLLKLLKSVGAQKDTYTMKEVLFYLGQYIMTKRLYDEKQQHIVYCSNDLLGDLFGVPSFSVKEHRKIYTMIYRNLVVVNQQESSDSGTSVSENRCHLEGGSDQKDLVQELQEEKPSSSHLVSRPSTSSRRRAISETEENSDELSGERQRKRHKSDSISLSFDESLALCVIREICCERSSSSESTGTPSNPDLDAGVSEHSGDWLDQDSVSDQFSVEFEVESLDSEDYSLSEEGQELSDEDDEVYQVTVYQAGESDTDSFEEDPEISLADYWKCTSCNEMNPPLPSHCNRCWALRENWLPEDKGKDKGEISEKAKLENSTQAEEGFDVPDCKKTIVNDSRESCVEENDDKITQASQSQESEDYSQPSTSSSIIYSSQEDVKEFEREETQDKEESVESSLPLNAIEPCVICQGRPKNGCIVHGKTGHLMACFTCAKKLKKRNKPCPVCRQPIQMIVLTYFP
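Material: stable MDM2–luciferase fusion reporter cells / Quantity: 2000 cells/well / Dosing: single 5 µM compound dose, 0.2% final DMSO / Buffer or medium: DMEM / Schedule: 4 h cell settling then 2 h compound exposure, 37 °C / Detection: luminescence with SteadyLite reagent, 15 min at room temperature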
TNF necrop inh – inhibitors of TNF-alpha induced necroptosis in Jurkat FADD-/- cells; Jurkat FADD-/- TNF necroptosis rescue, ATP luminescence, 24 h; 0 = TNF only, 100 = no-TNF cells; activation (protection from cell death), % at 10 µM; 0.068% of 220,000 active; AID 463075;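 active means activation, meaning protection from cell death, of at least 50% relative to plate controls; inactive means activation below 50%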;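 further: necroptosis triggered by 40 ng/mL TNF-alpha added together with compound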
zVAD death inh – L929 zVAD cell death inhibition. L929 zVAD necroptosis rescue, ATP luminescence, 24 h; with zVAD 60 µM. viability rescue, % at 10 µM. 0.38% of 220,000 active. AID 1377;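 active means activation, scaled between plate controls, above about 75%, limit read from the data; inactive means activation under that limit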;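 further: 0% = zVAD with DMSO and 100% = DMSO alone without zVAD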
PERK inhibitor – blocks human PERK kinase; CHO PERK-DD fusion, SEAP luminescence translation reporter; inhibition, % at 5.6 µM; 0.17% of 220,000 active; AID 1416;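 active means inhibition above the mean inhibition of all tested compounds plus 3 SD, set separately per screening campaign, cut at about 2.9% in these data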;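 further: PERK kinase domain activated by AP20187 dimerizer at 100 nM; 0% = DMSO with dimerizer and 100% = rapamycin at 8.4 µM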
KCC2 mod – modulators of human KCC2 chloride dependent transport; Q9H2X9; 2.2% of 190,000 active; B-score of Tl+ flux slope (higher = more flux/activation; lower = inhibition) at 10 µM; KCC2 cells, thallium flux FluoZin-2 fluorescence; AID 1456;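 active means thallium flux slope and its plate-corrected score both differing from the plate sample mean at a set confidence after two filtering rounds, in either direction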;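 further: slope of fluorescence scaled to starting intensity during 10 to 20 s after thallium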
EBV gp42 block – blocks Epstein-Barr virus glycoprotein 42 binding. Fluorescence polarization binding assay, mP read-out. inhibition, % (tested at 21.74 µM). 0.42% of 220,000 active. AID 1085; in the data active means inhibition above about 50%
Target sequence (Q1HVG2 whole entry, looked up): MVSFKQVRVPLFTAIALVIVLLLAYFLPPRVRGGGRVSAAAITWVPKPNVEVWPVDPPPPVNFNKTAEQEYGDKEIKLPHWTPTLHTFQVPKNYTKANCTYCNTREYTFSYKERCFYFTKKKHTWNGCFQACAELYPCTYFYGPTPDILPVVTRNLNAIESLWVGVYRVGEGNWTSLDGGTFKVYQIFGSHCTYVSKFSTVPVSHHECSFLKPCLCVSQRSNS
Numbers without * were called inactive; . = not tested or not shown; [ ] = dose if it differs, or a comment.

SMILES | eIF4E 4G PPI | Rad51 HR inh | m-calpain inh | Mdm2 ligase inh | TNF necrop inh | zVAD death inh | PERK inhibitor | KCC2 mod | EBV gp42 block
CC1CCCCN1c1ccc(N)cc1C(N)=O (centres undefined) | 2.6 | -19.1 | -14.3 | 1.8 | 1.0 | 2.0 | 0.8 | 0 | -10.7
CC(OC(=O)c1cccn1C)C(=O)Nc1ccc2c(c1)OCO2 (centres undefined) | -0.5 | . | -0.8 | -33.2 | -0.6 | -0.9 | 0.5 | -0.284 | -14.9
Cc1ccc(N2CCN(S(=O)(=O)N3CCOCC3)CC2)cc1C | 1.1 | . | 6.4 | -23.6 | 0.2 | 0.2 | -0.3 | 0.763 | 9.8
O=C1CC(c2ccsc2)c2cc3c(cc2N1)OCCO3 (centres undefined) | -1.6 | 4.1 | -14.6 | -15.2 | -4.7 | 2.6 | 0.3 | 0.03 | 7.6
CCOC(=O)c1cnn(-c2ccccc2)c1NC(=O)C(F)(F)C(F)(F)C(F)(F)F | -7.0[fluorescence artefact?] | 7.1 | -12.9 | -15.5 | -0.3 | -0.6 | -0.8 | 0.153 | -16.9
CC(=O)Oc1ccc2ccccc2c1C(NC(=O)Cc1ccccc1)c1ccccc1Cl (centres undefined) | -5.7 | -2.0 | -10.4 | -3.9 | -6.1 | -0.2 | -0.8 | 0.00165 | -12.1
CN(C)CCn1c(C(=O)O)cc2ccccc21 | 1.9 | 4.2 | -4.6 | -7.0 | 0.0 | 0.3 | 1.2 | . | -7.8
CCc1c(C)nc(SCC(=O)N2CCCCC2CC)[nH]c1=O (centres undefined) | -3.4 | 1.7 | -33.6 | -4.8 | 0.7 | 0.2 | -0.1 | -1.47 | -5.1
O=C(COc1ccc(Cl)cc1)N1CCN(C(=O)c2cccs2)CC1 | 1.8 | 4.9 | -23.0 | -20.8 | 1.6 | 0.2 | 0.0 | -0.326 | -21.7
Cn1c(=O)c2c(nc(NCc3ccccc3)n2CCCc2ccccc2)n(C)c1=O | -9.1[fluorescence artefact?] | 5.0 | 3.8 | -4.8 | -0.8 | 0.1 | -0.2 | -1.46 | 2.2
CCOc1ccccc1NC(=O)CCc1ccc(C)o1 | -2.8 | -7.1 | 3.2 | -39.8 | -0.9 | 0.0 | 0.3 | -0.161 | -4.9
COc1nc(N(C)C)nc(N(C#N)CCOC(C)=O)n1 | -1.1 | 4.9 | -28.1 | 2.8 | -0.4 | 1.5 | 0.6 | . | -13.4
CCCCCc1c2c(cc(O)c1C(=O)O)OC(=O)c1c(cc(OC)cc1C(=O)CCCC)O2 | 6.0 | 7.2 | 8.7 | -5.3 | 0.5 | 0.8 | 0.5 | -2.93 | -5.0
Cc1cc(NC(=S)NC(=O)c2ccccc2)ccc1-c1cc2ccccc2oc1=O | 13.6 | 1.1 | 19.0 | -12.9 | -3.3 | 0.0 | 0.3 | 1.03 | -65.9
CCOc1ccc(C(=O)Nc2ccc3c(c2)OCO3)cc1OCC | 4.4 | -0.4 | -5.2 | -13.2 | -1.1 | 0.0 | 0.7 | . | -8.8
Cc1ccc(NC(=O)NC(=S)NC(=O)c2ccccc2)cc1 | -2.3[fluorescence artefact?] | 7.6 | 16.1 | -6.6 | 1.6 | -0.3 | 0.5 | 1.55 | -18.0
CCOC(=O)NC(NCC(O)c1ccccc1)(C(F)(F)F)C(F)(F)F (centres undefined) | -0.2[fluorescence artefact?] | -1.1 | -42.8 | -9.8 | 0.7 | 0.8 | 0.0 | . | 4.5
O=C(O)CNC(=S)N(Cc1ccccc1)Cc1cccnc1 | -0.4 | 3.9 | -23.7 | -0.3 | -0.4 | 1.5 | -0.3 | 0.718 | -4.9
COCCN1C(=O)C(=O)/C(=C(/O)c2cccc(OC)c2)C1c1ccncc1 (centres undefined) | -0.9 | 5.7 | 7.0 | 4.3 | -0.8 | -0.3 | -0.7 | 1.21 | -13.4
Fc1ccc(CSc2nc3ncccc3[nH]2)cc1 | 14.5 | -8.1 | 20.2 | -11.0 | -3.3 | 0.8 | -0.1 | -0.0819 | 10.2
O=S(=O)(Nc1nccs1)c1ccc(F)cc1 | -3.4 | . | -9.1 | 4.4 | -0.7 | 0.5 | 0.2 | -0.654 | -12.2
COCC(C)NC(=O)c1cc(-c2ccc(OC)c(OC)c2)on1 (centres undefined) | -0.6 | -8.0 | -13.2 | -2.4 | 1.1 | 0.2 | -0.4 | -0.301 | -15.2
COc1ccc2c(c1)-c1nc(/N=C/c3cccc(OC)c3O)sc1CC2 | 4.6[fluorescence artefact?] | 8.4 | -5.5 | -2.3 | 0.3 | 1.7 | 0.3 | -0.112 | -25.4
CC(C)(C)N1CC(c2nc3ccccc3n2CCOc2ccccc2)CC1=O (centres undefined) | -11.0 | 5.0 | 17.7 | -16.6 | 0.0 | -0.3 | -1.2 | -0.118 | 66.9*
COc1cccc(C(=O)Oc2cccc(N3C(=O)C4C5CC(C(Br)C5Br)C4C3=O)c2)c1 (centres undefined) | 0.2 | -0.6 | 10.0 | -17.3 | 3.4 | 0.1 | -0.7 | -0.113 | -10.4
COc1ccc(CN2CCn3ncc(C(=O)Nc4ccc(Cl)cc4Cl)c3C2=O)cc1 | 4.1 | -1.9 | 14.8 | -5.7 | -0.9 | 0.2 | 0.7 | -0.266 | -4.4
CC(C)(C)n1nnnc1C(c1ccc(C(F)(F)F)cc1)N(Cc1ccc(F)cc1)Cc1ccco1 (centres undefined) | -0.2 | -7.3 | -3.5 | -17.6 | -2.2 | -0.5 | 1.6 | -1.02 | -6.0
Cn1c(/C=N/c2nc3ccccc3[nH]2)nc2ccccc21 | -0.7 | 4.8 | -26.3 | -16.6 | -9.0 | 1.2 | -0.3 | -0.255 | 8.8
COc1ccc(NC(=O)c2ccc(Cn3cc(Cl)cn3)cc2)cc1 | -2.7 | 2.4 | -24.8 | -3.2 | 0.1 | 42.6 | 0.5 | 0.527 | 5.3
CCCC12CN(C(=O)c3ccc([N+](=O)[O-])cc3)CC(C)(CN(C(=O)c3ccc([N+](=O)[O-])cc3)C1)C2=O | 2.8 | 10.5 | 0.4 | -10.1 | 0.0 | 0.9 | 1.1 | -0.133 | -15.8
CC(=O)Nc1ccc(SCC(=O)Nc2ccccc2-c2ccccc2)cc1 | 4.4 | 9.3 | -8.6 | -5.6 | 0.9 | -0.1 | 0.1 | -0.998 | 13.8
COC(=O)c1[nH]c2ccc(Br)cc2c1NC(=O)CN1CCN(C2CCCCC2)CC1 | -3.2 | -7.2 | -28.7 | -7.9 | -24.6 | 0.8 | -1.6 | . | -20.5
Cc1ccc(C)c(NC(=S)Nc2ccc(S(=O)(=O)Nc3ncccn3)cc2)c1 | -3.3 | 13.0 | 8.6 | -5.3 | 0.3 | 0.2 | 0.6 | -1.07 | 5.8
O=S(=O)(c1ccc(F)cc1F)N1CCCN(c2ccc(C(F)(F)F)cn2)CC1 | 2.9 | -9.7 | -2.1 | -12.1 | 1.6 | 4.1 | 1.1 | -1.43 | -12.8
Cc1cc(C)c2c(CCl)cc(=O)oc2c1 | -9.1 | -2.5 | 5.4 | . | -21.4 | -1.9 | 0.9 | -0.432 | -15.0
COC(=O)c1[nH]c2cc(OC)ccc2c1NC(=O)CN1CCC(C(N)=O)CC1 | 4.4[fluorescence artefact?] | -5.6 | 1.7 | -7.2 | -0.6 | 1.7 | 0.5 | -0.17 | 2.7
COCCn1c(N)c(N(Cc2ccccc2)C(=O)Cc2c(Cl)cccc2Cl)c(=O)[nH]c1=O | 1.9 | 2.3 | 16.8 | 8.8 | 0.2 | 0.6 | -0.6 | -0.205 | -10.7
O=C(CCNC(=O)c1ccc([N+](=O)[O-])cc1)Nc1nccs1 | 6.3 | -1.1 | -8.5 | -10.6 | 1.0 | 0.4 | -0.5 | 0.159 | -3.7
CCc1ccc(-c2nnn(Cc3nc4ccccc4s3)n2)cc1 | 0.5 | -0.7 | 28.3 | -12.4 | 0.5 | 2.1 | 1.7 | . | 6.9
Cc1cc(C)c(/C=C(\C#N)C(N)=S)c(C)c1 | 0.7 | 4.0 | 4.1 | -14.5 | -0.5 | 0.6 | 1.4 | -0.861 | -5.5
CCc1ccc(OCCCC(=O)Nc2ccc(N3CCCCC3)cc2)cc1 | 1.2 | -7.8 | 21.5 | -18.8 | -0.9 | 0.0 | 0.7 | . | -3.1
Cc1ccc(-c2cc(C(=O)Nc3ccc(S(=O)(=O)Nc4nc(C)cc(C)n4)cc3)c3ccccc3n2)cc1 | 2.6[fluorescence artefact?] | -8.0 | -40.4 | -9.0 | -0.7 | 1.6 | -1.4 | -0.826 | 5.5
CC(=O)CSc1ncnc2sc3c(c12)CCCC3 | 3.9 | . | 18.4 | -15.6 | -1.1 | 0.3 | -0.9 | 2.24 | 1.0
Cc1n[nH]c(C)c1S(=O)(=O)N1CCCC(C(=O)N2CCN(c3ccc(Cl)cc3)CC2)C1 (centres undefined) | 3.4 | -11.3 | -3.6 | -1.3 | -7.5 | -0.1 | -0.5 | . | -15.1
CCC(Sc1ncnc2c1nnn2-c1ccc(F)cc1)C(=O)OC (centres undefined) | 4.8 | 0.6 | 16.0 | -21.8 | -5.6 | -0.1 | 2.4 | . | -4.5
c1ccc(COc2ccccc2CNC2CCCC2)cc1 | 1.1 | 14.3 | 8.5 | -18.4 | 1.8 | -0.5 | 1.2 | -0.545 | -6.1
O=C1CCCc2nc(N3CCN(C(c4ccccc4)c4ccccc4)CC3)ncc21 | 4.8 | -2.8 | -10.0 | -1.2 | -3.6 | -0.1 | -0.7 | -0.65 | -7.5
O=C(Nc1nncs1)c1cccc(S(=O)(=O)N2CCc3ccccc32)c1 | 1.0 | -3.8 | 16.0 | -6.6 | 0.4 | -0.1 | 0.7 | -0.246 | -1.5
Cc1cc(C(=O)O)ccc1-c1ccc(/C=C2\NC(=O)N(Cc3ccccc3Cl)C2=O)o1 | 4.8 | 0.5 | -80.6 | 3.0 | 1.7 | 0.5 | 0.6 | -2.43 | -34.1
CCc1nn(C)c2c(=O)c(=O)c2n(C)[nH]1 | 7.5 | . | 19.7 | -4.9 | 1.2 | -0.6 | 0.3 | 1.63 | 23.4
O=C(c1cc2cc(Br)cc(Br)c2oc1=O)N1CCCc2ccccc21 | -5.8 | -2.0 | -4.7 | -20.0 | 0.4 | 1.4 | 1.5 | -2.03 | -17.4
CN(Cc1nc(-c2cnccn2)no1)Cc1n[nH]c2c1CCCCC2 | 1.5 | 0.1 | 26.9 | -8.5 | 0.1 | -0.9 | -0.7 | -2.53 | -13.8

Filtered by structure: the compounds so far with a cyano group
SMILES | eIF4E 4G PPI | Rad51 HR inh | m-calpain inh | Mdm2 ligase inh | TNF necrop inh | zVAD death inh | PERK inhibitor | KCC2 mod | EBV gp42 block
COc1nc(N(C)C)nc(N(C#N)CCOC(C)=O)n1 | -1.1 | 4.9 | -28.1 | 2.8 | -0.4 | 1.5 | 0.6 | . | -13.4
Cc1cc(C)c(/C=C(\C#N)C(N)=S)c(C)c1 | 0.7 | 4.0 | 4.1 | -14.5 | -0.5 | 0.6 | 1.4 | -0.861 | -5.5

Compound activity from PubChem.
